aDG glyco act – increases alpha dystroglycan glycosylation; activation, % at 10 µM; Pro5-aDG cells, alpha-DG glycosylation AlphaScreen (IIH6); 0% Pro5, 100% B10-LARGE cell signal; hit rate 0.22% among 360,000;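 active means activation of at least 8% versus controls, or a plate z-score of at least 8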;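 further: Pro5 are CHO cells carrying HIG-tagged alpha-DG that lacks glycosylation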
iPSC survival up – enhancers of human iPSC single-cell survival; hit rate 0.044% among 360,000; survival enhancement, % at 20 µM; hiPSC single-cell survival, ATPlite luminescence; 100% = ROCK inhibitor wells, 0% = DMSO; in the data active means survival enhancement above about 18%;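 further: cells exposed to compounds for 16 hours before the ATP read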
CF NFkB block – cystic fibrosis NF-kB activation inhibition. KKLEB NF-kB-GFP reporter, PAF-induced, GFP fluorescence overnight. inhibition, % at 5 µM. hit rate 0.86% among 360,000;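 active means at least 50% inhibition at 5 µM, scaled per plate between neutral and stimulator controls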;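 further: PAF is a Pseudomonas aeruginosa culture filtrate used as stimulus; plate controls were PAF-stimulated DMSO wells for no effect and unstimulated DMSO wells for full effect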
Peg3 promoter – Peg3 promoter activity inhibition. HeLa PEG-Prom luciferase reporter, luminescence, overnight. inhibition, % at 20 µM. hit rate 1.7% among 360,000;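 active means inhibition of at least 50% at 20 µM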
TWEAK Fn14 block – TWEAK-Fn14 signaling inhibition; TWEAK-stimulated Fn14 reporter cells, luciferase luminescence, 8 h; inhibition, % at 10 µM; hit rate 2% among 360,000; in the data active means inhibition above about 50%
HIF-2a block – inhibitors of HIF-2a. 786-0 RCC cells HIF-2a reporter, luciferase luminescence, overnight. inhibition, % at 18.8 µM. hit rate 0.72% among 360,000. AID 624352;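 active means inhibition of the luminescence signal of 40% or more relative to plate controls, in a single-dose primary screen at 18.75 µM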
Shn3 inh set2 – Schnurri-3 reporter inhibition in Clone20 osteoblasts. Clone20 osteoblast Shn3 3'UTR firefly luciferase, 24 h. inhibition, % at 12.5 µM. hit rate 0.52% among 360,000;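 active means mean inhibition of at least 75% with every replicate also reaching 75%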;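 further: 0% = median of neutral control wells and 100% = pilot-screen positive control compound; some compounds past the cut are filed as inactive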
KKLEB tox – CF airway cell cytotoxicity counter-screen; KKLEB CF airway cells viability, ATPlite luminescence, overnight; stronger effect = lower value; cells stimulated with P. aeruginosa culture filtrate; activity change (cytotoxicity), % at 5 µM; hit rate 0.36% among 360,000; AID 602141;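 active means corrected activity change at or below -50% at 5 µM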
TRPM1 prom inh – reduces MITF-dependent TRPM1 promoter luciferase signal | AID 488899 | inhibition, % at 12.5 µM | hit rate 0.83% among 330,000 | SK-MEL-5 TRPM1 promoter luciferase, 24 h;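 active means mean inhibition across replicates of 60% or more, whatever share of single replicates reaches that level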; further: values of inactives mirror those of a sister screen read the other way
NR2E3 ag-1 – agonists of human nuclear receptor NR2E3; Q9Y5X4; hit rate 0.12% among 320,000; GST-NR2E3/biotin-RetCOR TR-FRET, 1536-well; AID 2300; inhibition of corepressor binding, % at 4.78 µM;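 active means percent inhibition above the cutoff of mean plus 3 SD of all tested compounds, set per screening campaign, cut at about 20% in these data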;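 further: 0% = DMSO wells and 100% = biotin wells as full block of FRET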
Target sequence (Q9Y5X4 whole entry, looked up): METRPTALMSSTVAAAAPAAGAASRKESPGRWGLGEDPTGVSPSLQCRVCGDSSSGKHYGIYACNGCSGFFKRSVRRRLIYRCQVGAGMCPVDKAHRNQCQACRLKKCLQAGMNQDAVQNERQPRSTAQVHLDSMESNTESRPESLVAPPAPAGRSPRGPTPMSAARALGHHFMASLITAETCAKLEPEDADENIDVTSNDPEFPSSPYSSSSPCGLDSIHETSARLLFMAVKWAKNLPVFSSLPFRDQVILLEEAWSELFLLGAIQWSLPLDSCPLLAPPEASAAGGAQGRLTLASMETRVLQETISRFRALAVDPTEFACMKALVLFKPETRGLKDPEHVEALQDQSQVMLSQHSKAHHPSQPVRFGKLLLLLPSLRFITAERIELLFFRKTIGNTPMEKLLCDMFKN
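System: GST-NR2E3 and biotin-RetCOR proteins; probe or stimulus: 7 nM biotin-RetCOR; doses: compound at 4.8 µM, single dose; schedule: Compound–protein incubation for 5 h at 4 °C; detection: time-resolved FRET; read-out: percent inhibition; controls: biotin wells as high control, 0.6% DMSO wells as low control; format: 1536-well plates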
NR2E3 ag-2 – human photoreceptor-specific nuclear receptor agonism; CHO-S Gal4-NCOR/VP16-NR2E3 two-hybrid, luciferase; inhibition of corepressor binding, % at 3.98 µM; hit rate 0.35% among 360,000; AID 602229;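 active means inhibition above the mean of all tested compounds plus 3 SD, cut at about 70% in these data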;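 further: 0% = DMSO with NR2E3 transfected cells and 100% = cells lacking NR2E3 construct; higher means lower luciferase signal from less NR2E3 corepressor binding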
The depositor's hits bear a star; x = no result given.

SMILES	aDG glyco act	iPSC survival up	CF NFkB block	Peg3 promoter	TWEAK Fn14 block	HIF-2a block	Shn3 inh set2	KKLEB tox	TRPM1 prom inh	NR2E3 ag-1	NR2E3 ag-2
Cc1cccc(NC(=O)c2oc3ccc(S(=O)(=O)N4CCOCC4)cc3c2C)c1C	-0.2	1.5	2	54*	27	1	11	-3	8	2	28
Cc1ccccc1-n1cnc2cc(NCc3cccs3)ccc21	0.2	3.1	25	-58	27	-111	-8	-14	-6	5	-40
COc1ccc(OC)c(C(c2nnnn2CCC(C)C)N2CCN(C(=O)c3ccco3)CC2)c1 (stereo not drawn)	0.1	-1.8	-5	25	3	5	2	6	-4	4	-3
O=C(CSc1nnc(C23CC4CC(CC(C4)C2)C3)o1)Nc1ccc(N2CCOCC2)c(Cl)c1	1.0	1.7	-2	6	-42	20	19	-7	13	1	-15
O=S1(=O)CCOC[C@H](Cc2ccccc2)N1Cc1cccc(F)c1	0.1	-1.2	-7	17	-5	9	-3	-12	-14	4	8
COc1ccc(C2CC(=O)C3=C(C2)Nc2ccccc2N(C(=O)CCC(=O)O)C3c2ccc(F)cc2)cc1OC (stereo not drawn)	-0.1	3.9	6	-126	3	6	-21	-3	-3	10	-20
CCN(CC)CCn1c(-c2ccccc2)nc(=S)c2c1CC(C)(C)OC2	1.6	-0.4	3	-1	-10	3	4	-6	4	4	-25
Cc1ccc(OCC(=O)OCc2c(C)noc2C)cc1C	-0.2	-0.2	13	8	2	9	-17	-7	-5	2	-3
O=C(c1cc(F)cc2c1OCOC2)N1CCN(c2ccc(F)cc2)CC1	-0.2	0.0	4	25	-2	18	-11	-6	3	0	-4
Cc1ccccc1OCC(=O)NNC(=O)CSc1nc(N)cc(N)n1	0.0	-0.1	-8	9	3	5	-6	8	6	1	-11
CC1(C)C/C(=N/Nc2ccc([N+](=O)[O-])cc2[N+](=O)[O-])C(C)(C)O1	0.2	4.0	-1	25	1	26	-21	-15	10	1	-1
O=C(NC(=S)NNC(=O)c1ccccc1O)c1cccnc1	-0.1	-0.1	3	19	-13	-8	-18	-9	18	-2	-36
COc1ccc2oc(C(=O)C3CC3)c(N)c2c1	0.2	-1.6	0	-285	-24	-245	-22	-9	-70	0	-109
O=C(NCNC(=O)c1ccccc1)c1ccccc1	0.1	-0.5	8	5	6	-1	3	-10	8	4	2
C=CCNC(=O)Cc1ccc(S(=O)(=O)N2CCOCC2)s1	0.2	1.4	-21	3	-4	18	8	-21	-3	4	-16
COc1cccc(-c2nc(CS(=O)(=O)CC(=O)N3CCc4ccccc43)c(C)o2)c1	0.3	-1.7	2	16	26	18	20	8	x	-2	-5
CCCC1Nc2ccc(C(=O)O)cc2C2C=CCC12 (stereo not drawn)	-0.1	3.2	16	4	-2	17	-3	-12	5	1	-52
O=C(O)COc1ccc2c(-c3ccccc3)cc(=O)oc2c1	0.4	1.8	6	-14	-37	-6	2	3	4	2	-32
COc1ccc(CCN(CC(=O)NCc2ccc(F)cc2)C(=O)c2snc(C(N)=O)c2N)cc1OC	-0.1	-0.1	-3	3	1	12	-4	1	-1	0	-18
COc1ccc(/C=C/C(=O)N(c2ccccn2)C2CCCCC2)cc1OC	-0.3	1.8	11	6	9	5	14	-2	-9	-1	-10
COc1cc2nc(CN3CCC(C(O)(c4ccccc4)c4ccccc4)CC3)[nH]c(=O)c2cc1OC	0.1	0.4	4	9	18	24	-4	-8	7	2	4
CC(C)[C@@H]1Cc2[nH]n(C)c(=O)c2[C@H](c2ccc(Cl)cc2)O1	-0.1	-0.8	x	x	-25	-3	x	x	x	x	-16
Cc1cc(N2C(=O)C3C4c5ccccc5C(c5ccccc54)C3C2=O)no1 (stereo not drawn)	-0.1	-0.9	6	10	12	16	-8	-5	0	4	-3
COc1ccc(NC2=C(c3ccc(OC)cc3)C(=O)c3ccccc32)cc1	-0.3	-2.0	7	11	-12	-11	-39	-4	-13	-2	-18

Another view of six compounds above:
| compound | aDG glyco act | iPSC survival up | CF NFkB block | Peg3 promoter | TWEAK Fn14 block | HIF-2a block | Shn3 inh set2 | KKLEB tox | TRPM1 prom inh | NR2E3 ag-1 | NR2E3 ag-2 |
| --- | --- | --- | --- | --- | --- | --- | --- | --- | --- | --- | --- |
| CC(C)[C@@H]1Cc2[nH]n(C)c(=O)c2[C@H](c2ccc(Cl)cc2)O1 | -0.1 | -0.8 | x | x | -25 | -3 | x | x | x | x | -16 |
| COc1ccc(CCN(CC(=O)NCc2ccc(F)cc2)C(=O)c2snc(C(N)=O)c2N)cc1OC | -0.1 | -0.1 | -3 | 3 | 1 | 12 | -4 | 1 | -1 | 0 | -18 |
| Cc1cc(N2C(=O)C3C4c5ccccc5C(c5ccccc54)C3C2=O)no1 (stereo not drawn) | -0.1 | -0.9 | 6 | 10 | 12 | 16 | -8 | -5 | 0 | 4 | -3 |
| COc1cccc(-c2nc(CS(=O)(=O)CC(=O)N3CCc4ccccc43)c(C)o2)c1 | 0.3 | -1.7 | 2 | 16 | 26 | 18 | 20 | 8 | x | -2 | -5 |
| C=CCNC(=O)Cc1ccc(S(=O)(=O)N2CCOCC2)s1 | 0.2 | 1.4 | -21 | 3 | -4 | 18 | 8 | -21 | -3 | 4 | -16 |
| O=C(O)COc1ccc2c(-c3ccccc3)cc(=O)oc2c1 | 0.4 | 1.8 | 6 | -14 | -37 | -6 | 2 | 3 | 4 | 2 | -32 |

Continuation:
SMILES	aDG glyco act	iPSC survival up	CF NFkB block	Peg3 promoter	TWEAK Fn14 block	HIF-2a block	Shn3 inh set2	KKLEB tox	TRPM1 prom inh	NR2E3 ag-1	NR2E3 ag-2
CC(=O)Nc1ccc(OCCOc2ccc(/C=C3\C(=N)N4N=C(C)SC4=NC3=O)cc2)cc1	0.0	0.4	-16	-8	7	13	4	7	-17	1	-24
CCC(CC)COC(=O)C1=C(C)NC(=O)NC1c1ccccc1Br (stereo not drawn)	0.2	0.1	4	19	81*	16	24	-3	-13	-2	-9
O=C(OCC(=O)N1CCCCCC1)c1cccc(Cl)c1	0.0	-0.3	9	-117	-15	-26	-9	-8	-55	-2	-9
CCCNC(=O)c1cccc(NC(=O)C(C)C)c1	-0.1	0.5	0	16	2	16	-70	-17	-10	-2	4
CC(=O)c1ccc2c3c(ccc(O)c13)CC2	0.1	1.3	0	-7	-14	-2	16	2	-15	-4	-17
CC(C)COC(=O)n1ccc(C(=O)N2CCCCC2)n1	0.0	-1.3	-6	1	10	-4	14	8	2	1	9
CCOC(=O)CC1=CC(=O)Nc2ccccc2N1	0.0	2.6	5	15	-5	17	3	1	7	-1	-2
COC(=O)C(C)N(C#N)c1nc(C)cc(C)n1 (stereo not drawn)	-0.2	-1.6	12	-1	-9	-6	7	-27	13	-1	-17
CC(C)CNc1ncnc2c1cnn2Cc1ccc(Cl)cc1	-0.1	-0.1	10	28	-11	14	11	-8	x	-1	-20
CN(C(=O)COC(=O)/C=C/c1ccc2ccccc2n1)C1CCS(=O)(=O)C1 (stereo not drawn)	0.7	-0.5	43	24	2	20	-9	-21	13	-2	-25
CCC(=O)Nc1ccccc1C(=O)OCc1ccc(C(=O)c2ccccc2)cc1	4.2	-0.7	-4	-58	32	-167	-14	-2	5	5	-58
CN(C(=O)c1ccc(OC2CCN(CCc3ccccc3)CC2)cc1)C1CCOCC1	-0.1	0.2	7	7	-16	12	-3	0	-12	-5	14

Entries of single compounds as entered above. Order of values: aDG glyco act	iPSC survival up	CF NFkB block	Peg3 promoter	TWEAK Fn14 block	HIF-2a block	Shn3 inh set2	KKLEB tox	TRPM1 prom inh	NR2E3 ag-1	NR2E3 ag-2
O=C(O)COc1ccc2c(-c3ccccc3)cc(=O)oc2c1 is listed as 0.4	1.8	6	-14	-37	-6	2	3	4	2	-32
CCCC1Nc2ccc(C(=O)O)cc2C2C=CCC12 (stereo not drawn) is listed as -0.1	3.2	16	4	-2	17	-3	-12	5	1	-52
COc1ccc2oc(C(=O)C3CC3)c(N)c2c1 is listed as 0.2	-1.6	0	-285	-24	-245	-22	-9	-70	0	-109
COc1cccc(-c2nc(CS(=O)(=O)CC(=O)N3CCc4ccccc43)c(C)o2)c1 is listed as 0.3	-1.7	2	16	26	18	20	8	x	-2	-5
O=C(c1cc(F)cc2c1OCOC2)N1CCN(c2ccc(F)cc2)CC1 is listed as -0.2	0.0	4	25	-2	18	-11	-6	3	0	-4

The results go on.
SMILES	aDG glyco act	iPSC survival up	CF NFkB block	Peg3 promoter	TWEAK Fn14 block	HIF-2a block	Shn3 inh set2	KKLEB tox	TRPM1 prom inh	NR2E3 ag-1	NR2E3 ag-2
CN=C(Nc1ccc(Br)cc1)SC1CC(=O)N(c2ccc(OC)cc2)C1=O (stereo not drawn)	0.5	-0.8	-31	17	8	7	0	6	11	3	-2
CCc1nnc(NC(=O)CSc2nnc(-c3ccncc3)n2C)s1	0.0	1.5	-29	-1	2	17	-16	0	13	1	10
N#Cc1nc(-c2ccco2)oc1N1CCOCC1	-0.1	-2.4	18	12	8	2	-24	-12	10	4	-10
C[C@H](NC(=O)c1nc[nH]c1C(=O)NCCCCCNC(=O)OC(C)(C)C)C(=O)OCc1ccccc1	0.0	-0.3	-4	2	-26	12	7	-14	-3	2	-24
Cc1ccccc1C(=O)NNc1ccc([N+](=O)[O-])cc1	-0.3	-0.8	-8	-5	11	2	-10	-5	8	0	-7
COc1ccc(S(=O)(=O)N2CCN(C3CCCC(C)C3)CC2)cc1 (stereo not drawn)	0.1	-0.3	10	9	3	7	-2	4	-2	2	17
COCCNC(=O)c1cc2nc3c(c(C(F)(F)F)n2n1)CCc1ccccc1-3	0.2	-0.4	-16	-14	7	-21	8	-3	-3	4	-4
COc1ccc(-n2cc(-c3ccc(OC)c(OC)c3)[nH]c2=S)cc1	2.3	-0.2	-6	-150	-29	-215	-36	-5	-14	-1	-21
O=S(=O)(NCC1CCCO1)c1cccc(S(=O)(=O)N2CCCC2)c1 (stereo not drawn)	0.0	7.1	7	12	-10	16	-1	2	-5	4	-11
Cc1ccc(C(=O)C(SC(C)(C)C)n2cncn2)cc1 (stereo not drawn)	0.1	0.9	11	1	12	0	8	12	x	0	-19
COC(=O)C1=C(NC(=O)c2ccccc2[N+](=O)[O-])CCS1	-0.3	-1.2	0	25	-12	22	4	13	8	-1	3
CC1=C(OC(=O)c2ccc(Br)cc2)C(C)(C)C(c2ccccc2)OC1=O (stereo not drawn)	-0.2	-0.2	-2	8	4	9	17	10	5	-2	-24
COc1ccc(CNC(=O)C2CCN(c3nn4c(=O)cc(C)nc4s3)CC2)cc1	-0.1	0.0	-16	0	4	6	-6	6	1	-1	-19
COc1ccc(-c2csc(C(O)(c3ccccc3)C(F)(F)F)n2)cn1 (stereo not drawn)	0.3	-1.7	6	-6	-31	-24	-13	-4	x	x	-7

Screening data from PubChem BioAssay.
